Cav3 T inh: Cav3.2 calcium influx blockers – cell-based, Fluo-4 calcium fluorescence, FDSS, MLSMR library, primary screen; 100,000 tested, 4% active; B-score at 10 µM; AID 449739, 2010; Cav3.2-expressing cells; active compounds read low;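 active means single-dose well whose peak fluorescence ratio is a statistical outlier from its plate by either plate-standardised score or position-corrected B-score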
* marks the source's active call; other numbers are inactive results. Only part of the results is shown. The share of hits here may be higher or lower than overall.

SMILES	Cav3 T inh
O=C(c1ccc(N2CCCCC2)c([N+](=O)[O-])c1)N(Cc1ccccc1)c1ccccn1	-4.5*
CCC1=C(OC(=O)N(CC)CC)N2C(=O)OC(=NCCc3c[nH]c4ccccc34)[C@]2(Cc2ccccc2)[C@H]2C1=CC[C@H]1C(=O)N(C)C(=O)[C@H]12	-0.33
CCCCCCCC1(C)NC(=O)N(c2ccccc2)N1 (stereo unspecified)	-2.7
CC(=O)c1c(C)[nH]c(C(=O)NCCc2ccccc2)c1C	1.1
CC(C)C(=O)Nc1ccc(Cc2ccc(NC(=O)C(C)C)c(O)c2)cc1O	0.12
CCOC(=O)C1=C(C)N=C(/N=C/N(C)C)SC1c1ccccc1 (stereo unspecified)	-0.47
CCCCOc1ccc(/C=N/NC(=S)Nc2cc(C)ccc2C)cc1	0.28
COc1ccc(Nc2cc(C)nc3nc(C)nn23)c(OC)c1	-2
COc1ccc(CNC2=CC(=O)CC(C)(C)C2)cc1	1.1
CC(C)CC(=O)Nc1ccc(Oc2ccc(NC(=O)CC(C)C)cc2)cc1	0.2
O=C(N/N=C/c1ccc(Cl)cc1)Nc1ccccc1	-6.5*
COC(=O)C1=C(C)N(C)C(C)=C(C(=O)OC)C1c1ccc(Cl)cc1	-0.054
Cc1cccc(CN2CCN(CC(=O)NCCCN3CCN(c4ccc(F)cc4)CC3)C2=O)c1	-0.014
Cc1c(NC(=O)/C(=C\c2ccccc2)NC(=O)c2ccccc2)c(=O)n(-c2ccccc2)n1C	-0.44
Cc1cccc(C(=O)Oc2ccccc2-c2nnco2)c1	-1.7
C=C(CO)C1Cc2cc(C(C)=O)ccc2O1 (stereo unspecified)	0.47
Cc1cnc(C(=O)OCC(=O)Nc2cccc(Cl)c2)cn1	0.21
CC(C)NC(=O)c1n[nH]c(=O)c2ccccc12	0.06
O=C(CSc1nc2c(cnn2-c2ccccc2)c(=O)[nH]1)N1CCOCC1	2.7
Nc1nc(CN2CCN(c3ccc(F)cc3)CC2)nc(N2CCCc3ccccc32)n1	-3.3
CCOc1ccc2nc(NCCNC(=O)Nc3ccccc3)c(C#N)cc2c1	-0.89
Cc1c(Cl)cccc1NC(=O)CCCCCN1C(=O)CCC1=O	-0.74
CCN(CC)c1ccc(NS(=O)(=O)c2ccc3c(c2)oc(=O)n3C)c(C)c1	-0.24
N#Cc1c(-c2ccc(Cl)cc2)ccn2nc(C3CCCCC3)nc12	-0.67
Cc1ccccc1C(=O)NC1CCN(CC(=O)Nc2nccs2)CC1	0.4
CCCc1cc(=O)oc2cc(OCc3cc(OC)c(OC)c(OC)c3)c(Cl)cc12	0.38
Cc1ccc(NC(=S)NCc2cccn2C)cc1	0.035
COc1cccc(C2N(c3cccc(Cl)c3)C(=O)C3CCCN32)c1OC (stereo unspecified)	-1.7
N#Cc1c(-c2ccccc2)nc(-c2ccccc2)[nH]c1=O	-1.2
CCC(=O)N(Cc1cc2cc(C)c(C)cc2[nH]c1=O)C1CCCCC1	-0.9
CCOc1ccccc1-n1nnnc1SCC(=O)NC(=O)NCc1ccco1	-3.4
CCN1CCN(c2nc3c(c(=O)n(C)c(=O)n3C)n2Cc2cccc3ccccc23)CC1	1.4
CCN1C(=O)c2cccc3c(S(=O)(=O)NCCCN4CCOCC4)ccc1c23	0.64
CCCS(=O)(=O)N1CCC(C(=O)NCCCOC)CC1	0.54
O=C(CN1C(=O)NC2(CCCCCCC2)C1=O)N1CCN(C(=O)c2ccco2)CC1	0.18
Cc1cc2nc(CCN(Cc3cccnc3)C(=S)Nc3ccc(F)cc3)[nH]c2cc1C	0.38
O=C(OCc1nnc(-c2ccccc2)o1)c1ccc2c(c1)C(=O)N(CCc1ccccc1)C2=O	0.086
CCc1[nH]nc2c1C(Cc1ccccc1)C(C#N)=C(N)O2 (stereo unspecified)	0.072
Cc1nn(CC(=O)N2CCOCC2)c(C)c1[N+](=O)[O-]	0.77
Cc1c(NC(=O)CSc2nnc(-c3ccco3)n2-c2ccccc2)c(=O)n(-c2ccccc2)n1C	0.31

No new results follow: an excerpt of the list.
SMILES	Cav3 T inh
Cc1c(Cl)cccc1NC(=O)CCCCCN1C(=O)CCC1=O	-0.74
CCN(CC)c1ccc(NS(=O)(=O)c2ccc3c(c2)oc(=O)n3C)c(C)c1	-0.24
N#Cc1c(-c2ccc(Cl)cc2)ccn2nc(C3CCCCC3)nc12	-0.67
Cc1ccccc1C(=O)NC1CCN(CC(=O)Nc2nccs2)CC1	0.4
CCCc1cc(=O)oc2cc(OCc3cc(OC)c(OC)c(OC)c3)c(Cl)cc12	0.38
Cc1ccc(NC(=S)NCc2cccn2C)cc1	0.035
COc1cccc(C2N(c3cccc(Cl)c3)C(=O)C3CCCN32)c1OC (stereo unspecified)	-1.7
N#Cc1c(-c2ccccc2)nc(-c2ccccc2)[nH]c1=O	-1.2
CCC(=O)N(Cc1cc2cc(C)c(C)cc2[nH]c1=O)C1CCCCC1	-0.9
CCOc1ccccc1-n1nnnc1SCC(=O)NC(=O)NCc1ccco1	-3.4
CCN1CCN(c2nc3c(c(=O)n(C)c(=O)n3C)n2Cc2cccc3ccccc23)CC1	1.4
CCN1C(=O)c2cccc3c(S(=O)(=O)NCCCN4CCOCC4)ccc1c23	0.64
CCCS(=O)(=O)N1CCC(C(=O)NCCCOC)CC1	0.54
O=C(CN1C(=O)NC2(CCCCCCC2)C1=O)N1CCN(C(=O)c2ccco2)CC1	0.18
Cc1cc2nc(CCN(Cc3cccnc3)C(=S)Nc3ccc(F)cc3)[nH]c2cc1C	0.38

New compounds follow.
SMILES	Cav3 T inh
CCc1ccc(Cn2nnc(C(=O)Nc3ccc(OC)cc3OC)c2N)cc1	0.6
CC(=O)NC(C)C12CC3CC(CC(C(=O)O)(C3)C1)C2 (stereo unspecified)	-1.5
CCCNC(=O)c1onc(CSc2ccc(F)c(F)c2)c1C(=O)NCCC	-0.75
COc1ccccc1N1CCN(c2nc3ccccc3nc2C(C#N)C(=O)OC(C)C)CC1 (stereo unspecified)	-8.5*
CCc1nn(-c2cc(Oc3ccccc3)nc(-c3ccccc3)n2)c(N)c1C#N	0.88
O=C(CN(Cc1ccccc1C(F)(F)F)C(=O)CNC(=O)c1ccco1)NC1CCCC1	-0.0072
Cc1ccc(C)c(N(C)C(=O)COc2cc(=O)n(C)c3ccccc23)c1	0.94
Cc1ccc2nc3sc(C(=O)N4CCOCC4)c(N)c3cc2c1	-0.55
O=C(Nc1nncs1)c1ccccc1Br	0.15
CCOC(=O)c1c(C)nc2cc(C)ccn12	0.2
O=C(NC1CCCC1)c1ccc2c(c1)S(=O)(=O)c1ccccc1C2=O	0.29
O=C1CC(N2CCN(c3ccc(C(=O)c4ccc(F)cc4)cc3)CC2)C(=O)N1 (stereo unspecified)	0.16
COc1ccc(C2NC(=O)c3sc(=S)n(-c4ccccc4)c3N2)cc1 (stereo unspecified)	-8.4*
COc1ccc2[nH]c(=O)c(CN(Cc3cccs3)Cc3nnnn3Cc3ccccc3)cc2c1	0.068
COc1ccc(C2C3=C(N=C4SCC(=O)N42)c2ccccc2CC3)cc1 (stereo unspecified)	-3.2
CCOC(=O)N1CCN(C(=S)NC)CC1	0.19
CC(=O)N1CCN(Cc2ccc(Br)s2)CC1	-1.6
Cc1ccc(NC(=O)c2ccc(NS(=O)(=O)c3c(C)noc3C)cc2)cc1C	-2.5
COCC(N)(c1ccccc1)c1nc2ccccc2n1C (stereo unspecified)	0.75
O=C(CCCCC(=O)NCc1cccs1)NCc1cccs1	0.12
COc1cc(NC(=O)c2ccc(Cl)cc2Cl)ccc1-c1cc2ccccc2oc1=O	0.63
COc1ccccc1Nc1ncc(C(=O)N2CCC(C(N)=O)CC2)c2ccccc12	-0.16
O=C(NCc1ccc2c(c1)OCO2)C(=O)NC1CCCCC1	2
O=C(NCc1ccco1)C1CC(c2ccccc2C(F)(F)F)=NO1 (stereo unspecified)	0.045
COCCn1c(SCC(=O)Nc2ccc3c(c2)OCCO3)nnc1-c1c[nH]c2ccccc12	-0.066
O=C(CCCCn1c(=S)[nH]c2ccsc2c1=O)NCc1ccco1	0.4
S=C(Nc1ccccc1)N1N=CCC1c1ccccc1 (stereo unspecified)	-1.2
CCC1(C)NC(=O)N(CC(=O)Nc2sc3c(c2C(N)=O)CCC3)C1=O (stereo unspecified)	0.52
CCC(C)NC(=O)c1ccccc1NC(=O)CN(c1ccc(OC)cc1)S(C)(=O)=O (stereo unspecified)	0.54
O=C(/C=C/Nc1cccc(O)c1)c1ccccc1	-1.4
O=C(c1cccs1)N1CCC(Cc2ccccc2)CC1	-2.2
C=CCn1c(N)cc(=O)nc1SCC(=O)Nc1ccc2ccccc2c1	-2
COc1ccc(-n2c(Cc3cccn3C)nnc2SCC(N)=O)cc1	-0.28
COc1ccc(OC)c(N(CC(=O)N2CCc3ccccc3C2)S(C)(=O)=O)c1	-0.0017
Fc1cccc(NC(=S)NCCCN2CCOCC2)c1	0.071
Cc1ccc(S(=O)(=O)NC(=O)N2CCCC(C)(C)C2)cc1	0.48
O=C(O)/C=C\C(=O)Nc1ccccc1C#Cc1ccccc1	0.34
Cc1nn(-c2ccc(Cl)cc2)c2[nH]c(=O)c(CNCc3ccc4c(c3)OCO4)cc12	-0.67
COc1ccc2nc(N3CCOCC3)cc(C)c2c1	0.25
CCOC(=O)c1c(NC(=O)c2ccc(N3C(=O)C4C5C=CC(C5)C4C3=O)cc2)sc2c1CCCC2 (stereo unspecified)	-2.4
C#CCOCCOCCOCCNc1nc(N2CCN(C(=O)C([C@@H](C)CC)n3cc(C(N)CC(C)C)nn3)CC2)nc(N2CCN(C(=O)[C@H](CCCCN)n3cc(C(N)COC(=O)C(F)(F)F)nn3)CC2)n1 (stereo partly specified)	0.34
CC1CN(C2CCN(C(=O)c3cccc(Cl)c3)CC2)CC(C)O1 (stereo unspecified)	-0.52
C=CCNCCCCOc1ccc(C)cc1[N+](=O)[O-]	-0.38
Cc1ccc(C(c2sc3nc(C)nn3c2O)N2CCN(c3ccccc3F)CC2)cc1 (stereo unspecified)	-5.5*
O=C(Cn1cnc2ccccc2c1=O)NCC1COc2ccccc2O1 (stereo unspecified)	-1
O=CNCC(=O)NCCc1ccc(Cl)cc1	-0.5
c1ccc(Cn2nnc3c(NCC4CCCO4)ncnc32)cc1 (stereo unspecified)	-0.014
CCn1ncc2c1C(=O)NC1c3ccccc3C(=O)N21 (stereo unspecified)	-0.28
O=C(O)CC(CP(=O)(c1ccccc1)c1ccccc1)C(=O)O (stereo unspecified)	-0.085
COc1ccc(Br)cc1C(=O)Nc1nnn(C)n1	0.9
(continued)
SMILES	Cav3 T inh
CCc1c(C)[nH]c2nc3ccccc3n2c1=O	0.37
CCc1nc(SCC(=O)NCCc2ccccc2)n[nH]1	-0.66
CCOC(=O)CSc1nc2sc(C(=O)O)c(C)c2c(=O)[nH]1	0.032
CC1Cc2ccccc2N1C(=O)C1CCN(S(=O)(=O)Cc2ccccc2)CC1 (stereo unspecified)	0.35
COc1cccc(-c2cc(C(=O)NCCN3CCOCC3)no2)c1	0.27
Cc1c(C(=O)Nc2ccc(F)cc2)oc2ccc(S(=O)(=O)N3CC(C)CC(C)C3)cc12 (stereo unspecified)	-0.56
CCOCCOCCC(C(=O)OCC)P(=O)(c1ccccc1)c1ccccc1 (stereo unspecified)	0.17
CCCC(=O)NC(Nc1ccc(S(=O)(=O)Nc2ncccn2)cc1)(C(=O)OCC)C(F)(F)F (stereo unspecified)	-0.7
CCc1nc(N2CCCCC2C)c2oc3ccccc3c2n1 (stereo unspecified)	-1.4
CC1CCN(S(=O)(=O)c2ccc(NC(=O)CN3CCN(c4ccccc4)CC3)cc2)CC1	-0.37
Cn1c(NN)nc2sc3c(c2c1=O)CC(C)(C)OC3	0.39
CCOC(=O)N=S(N)(=O)c1ccccc1 (stereo unspecified)	0.71
CCSc1nnc(NC(=O)C2CCCCC2C(=O)OCC(F)(F)C(F)F)s1 (stereo unspecified)	-0.099
O=C(CN(Cc1ccccc1)S(=O)(=O)c1ccc2c(c1)OCCO2)Nc1ccc2c(c1)OCCO2	-3.3
CCCC(=O)Nc1ccc2c(c1)nc(CN1CCCCC1)n2C	0.81
CCCC(=O)Nc1ccc(Oc2ccc(NC(=O)CCC)cc2)cc1	0.36
O=C(Nc1ccc(F)cc1)c1nsc(Cl)c1Cl	-0.15
COC(=O)c1ccc(NC(=O)CSc2nnnn2C2CCCCC2)cc1	-0.81
O=C(O)CCN1/C(=C/C=Nc2ccccc2)Oc2ccccc21	0.076
CCc1ccc2[nH]c(=O)c(CN(Cc3ccc4c(c3)OCO4)Cc3nnnn3C3CCCC3)cc2c1	-2.9
O=C1N(CCCCN2C(=O)C3(OCCO3)c3ccccc32)c2ccccc2C12OCCO2	0.48
O=S(=O)(/C=C/c1ccccc1)n1cnc2ccccc21	0.31
COc1ccc(N2CCN(C(=O)c3cn(C)c(=O)c4c3c3ccccc3n4C)CC2)cc1	-0.27
O=C(N=NC(=O)c1ccc2c(O)n(C3CCCCC3)c(O)c2c1)c1cccnc1	1
O=C(O)CSc1nc2ccccc2[nH]1	-0.091
CCOC(=O)CSc1nc2ccccc2c(=O)n1CC1CCCC1	-3.5*
Cc1cc(C)c(S(=O)(=O)N2CCN(CCN3C(=O)c4cccc5cccc(c45)C3=O)CC2)cc1[N+](=O)[O-]	-0.022
CC(C)NS(=O)(=O)c1ccc(OCC(=O)NCc2ccc3c(c2)OCO3)c(Cl)c1	-2.8
COc1ccc(S(=O)(=O)N2CCC(O)(c3ccc4c(c3)OCO4)CC2)cc1	-0.64
CCOC(=O)c1cn(CC(=O)Nc2ccccc2C(=O)OCC)nn1	0.54
CN1CCN(CC(=O)N2c3ccc(S(=O)(=O)NCCNC(=O)OC(C)(C)C)cc3C(=O)Nc3cccnc32)CC1	-0.78
CC(=O)OCC(=O)[C@@]1(O)CC[C@H]2[C@@H]3CCC4=CC(=O)C=C[C@]4(C)[C@H]3[C@@H](O)C[C@@]21C	0.027
Cc1ccccc1-n1cnnc1SCC(=O)N1CCN(c2ccccc2)CC1	0.44
